Screens deposited in PubChem BioAssay by several laboratories.
WT yeast gro inh: growth inhibition of WT yeast, mitochondrial fusion screen. mitochondrial fusion phenotypic screen, WT strain. inhibition, % at 10 µM. 2.1% of 190,000 active. AID 1362; in the data active means inhibition above about 58%; tested in S. cerevisiae
b-catenin transl: beta-catenin nuclear translocation modulation; nuclear translocation activity, % at 5 µM; 0.3% of 190,000 active; HeLa beta-catenin nuclear translocation, immunofluorescence imaging;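 active means nuclear translocation activity above 50% at 5 µM, with a well cell count of 50 or more; inconclusive means wells under 50 cells across six images, flagged as toxic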;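 further: per-cell ratio of nuclear to cytoplasmic median beta-catenin stain intensity; plate controls were DMSO negative control for no effect and GSK-3 inhibitor IX positive control for full effect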
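Read-out: Nuclear/cytoplasmic beta-catenin signal ratio, % activation | Assay system: Human HeLa cell line | Times: 24 h compound exposure at 37°C, 5% CO2 | Signal: Fluorescence imaging of beta-catenin antibody stain plus DAPI | Dosing: 5 µM primary, 0.02–20 µM confirmation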
Autophagy HCS: autophagy modulation, high-content screen. MEF GFP-LC3 puncta imaging; test concentration mostly 10 µM. 0.98% of 190,000 active. calls only at 10 µM (by protocol);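 active means percentage of spot-positive cells more than 3 SD above its plate mean, without a fluorescence outlier flag or 80% toxicity; inconclusive means no clear call, values can overlap the other calls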;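 further: spot-positive cell cutoff set from DMSO-treated cells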
Ins promoter up: MIN6 insulin promoter up-regulation | 0.3% of 190,000 active | MIN6 insulin promoter-GFP reporter, high-content imaging; hits give high values | z-score at 5 µM;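 active means z-score above 3 at 5 µM with at least 500 cells counted in the well; inconclusive means wells under 500 cells, flagged as cytotoxic or low count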
Hep lipid drop: modulators of hepatic lipid droplet formation. AID 1656. 0.4% of 240,000 active. inhibition, % at 6.5 µM. AML12 mouse hepatocytes, oleate lipid droplets, BODIPY imaging;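 active means lipid droplet intensity inhibited by at least 50%, with more than 500 cells counted; inconclusive means wells with under 300 cells, treated as cytotoxic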
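Material: mouse AML12 hepatocyte cell line, fixed after treatment; Timing: compound with oleate, overnight; Technique: high-content imaging of BODIPY-stained droplets and DAPI nuclei; Probe or stimulus: oleate, 100 µM final; Dosing: compound at 6.5 µM only.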
West Nile antiviral: West Nile virus antiviral activity, cell-based, CPE readout (AID 1621); West Nile virus-infected cells, CPE inhibition; higher % means a stronger effect; one-dose CPE inhibition, % at 10 µM; IC50 in µM for titrated hits; 0.02% of 290,000 active; in the data active means a potency from the dose series; inconclusive means CPE inhibition mostly from about 3.7% at the one dose, without a potency; inactive means the rest, 99 in 100 with CPE inhibition below about 2.2%; further: strong numbers were not always called active
Myeloid diff 2: myeloid differentiation induction | ER-HoxA9 myeloid progenitors, lysozyme-GFP differentiation, flow cytometry | calls only at 10 µM | 1% of 360,000 active | AID 624256;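 active means normalized GFP-positive differentiation at or above the plate's own cutoff, the solvent-only control mean plus 3 SD; inconclusive means no clear call, values can overlap the other calls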;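 further: cells exposed to compound for four days before flow analysis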
T cell HTS: T cell immune modulators affecting CD8 T cell-vesicle binding; 2C CD8+ T cell-vesicle binding, flow cytometry; hits give low values; calls only at 7 µM; 0.068% of 330,000 active;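 active means response, share of CD8 T cells binding vesicles, and their 90th percentile fluorescence all below set limits, cut at about 80% in these data, passing the limit was not always enough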
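Material: murine 2C transgenic CD8+ T lymphocytes / Also added: QL9-peptide-loaded Drosophila micro-vesicles bearing Ld, ICAM-1 and B7-1 / Schedule: binding step 1.5 h, 37 °C, antibody labelling 20 min, ice / Signal: flow cytometry, PE anti-B7-1 (FL2) versus Alexa647 anti-CD8 (FL8), PFA-fixed / Evaluation: percent CD8+ FL2 mean versus row control / Benchmarks: naked versus QL9-loaded vesicles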
MT stabilizer: stabilizes microtubules in HeLa cells | HeLa tubulin immunostaining HCS, 24 h; share of cells brighter than vehicle mean+2SD | % tubulin-high responders, % at 10 µM | 0.83% of 200,000 active | AID 2205;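 active means plate Z-score above 3 for both tubulin-high and condensed-nucleus cell shares, with cell loss under 80%, at 10 µM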;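 further: anti alpha tubulin signal scored within the nucleus-defined area of each cell; some results filed as inactive read as strong as hits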
WT yeast gro inh mutant strain: also measured in WT yeast gro inh; calls as there; inhibition, %; mitochondrial fusion phenotypic screen, mutant strain inhibition
Ins promoter up cell count: recorded beside Ins promoter up, whose call it bears; cell count; measured here: cytotoxicity, nuclei count;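 total cells summed across four imaged fields per well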
Hep lipid drop cells 6.5 µM: also measured in Hep lipid drop; calls as there; cell count; measured here: cell count, cytotoxicity flag;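 cells counted across two imaged fields per well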
b-catenin transl cell count 5 µM: also measured in b-catenin transl; calls as there; cell count; measured here: cell count, cytotoxicity flag
T cell HTS vesicle-bound %: also measured in T cell HTS; calls as there; double positive events, %; measured here: CD8+ vesicle-bound cell fraction;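 binding gate set so that unloaded-vesicle control wells show 10% double positive cells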
MT stabilizer Hoechst-high %: recorded beside MT stabilizer, whose call it bears; % Hoechst-high responders; measured here: nuclear condensation Hoechst responders;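 share of cells brighter than vehicle mean plus two SD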
MT stabilizer cytotoxicity %: also measured in MT stabilizer; calls as there; toxicity, %; measured here: cytotoxicity by cell density;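 0% = mean cell density of plate MIN control wells and 100% = no cells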
Autophagy HCS cell loss 18 h: also measured in Autophagy HCS; calls as there; toxicity, %; measured here: cell loss, nuclei count;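 cell loss after 18 h compound exposure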
Myeloid diff 2 GFP+ MAC1+ %: further read-out of Myeloid diff 2, marked with its call; GFP+ MAC1+ double positive, %; measured here: differentiation confirmed by MAC1 staining
Active calls of the source: *; i = inactive; ? = inconclusive; . = no result given; + = active, no number.

Molecule,WT yeast gro inh,WT yeast gro inh mutant strain,b-catenin transl,b-catenin transl cell count 5 µM,Autophagy HCS,Autophagy HCS cell loss 18 h,Ins promoter up,Ins promoter up cell count,Hep lipid drop,Hep lipid drop cells 6.5 µM,West Nile antiviral,Myeloid diff 2,Myeloid diff 2 GFP+ MAC1+ %,T cell HTS,T cell HTS vesicle-bound %,MT stabilizer,MT stabilizer Hoechst-high %,MT stabilizer cytotoxicity %
CCC1(c2ccccc2)NC(=O)N(CC(=O)Nc2nnc(C3CC3)s2)C1=O (stereo not drawn),.,.,.,.,.,.,.,.,-2,865,0.1%,i,0.0,i,13,.,.,.
Cc1cc(C)cc(OCC(=O)Nc2ccc3c(c2)C(=O)c2ccccc2C3=O)c1,-5,22,2.1,899,i,12,-0.25,1463,16,650,1.0%,i,0.1,i,58,2.4,2.2,2.4
COc1cccc(C2C3=C(N=c4s/c(=C\c5ccc(O)cc5)c(=O)n42)c2ccccc2CC3)c1OC (stereo not drawn),22,-3,4.7,1103,i,-6,-0.18,1251,20,552,0.6%,i,1.3,i,45,3.1,2.3,17
CC1CC2OC(=O)C3(C)CCCC(C)(C23)C1(O)CCc1ccoc1 (stereo not drawn),.,.,1.0,1283,.,.,-0.3,1134,0,658,-0.5%,i,0.4,i,19,.,.,.
NS(=O)(=O)c1ccc(CNC(=O)Cc2ccccc2[N+](=O)[O-])cc1,.,.,.,.,.,.,.,.,0,852,0.6%,i,0.2,i,52,.,.,.
O=C(CCSc1nc(-c2ccco2)cc(C(F)(F)F)n1)N1CCN(c2ccccc2)CC1,62*,35*,1.1,1108,i,6,-0.23,1180,-17,687,0.2%,i,0.4,i,56,4.0,1.8,5.1
COc1ccc(CCC(=O)NNC(=O)c2ccc(OC)cc2)cc1,.,.,.,.,.,.,.,.,2,845,-0.4%,i,0.3,i,32,.,.,.
c1ccc2c(c1)CCCC2C1=NCCN1 (stereo not drawn),-4,-12,.,.,i,10,.,.,53*,680*,0.2%,i,0.9,i,23,3.0,2.1,6.5
COc1ccc(CCNC(=O)C(=O)NCc2ccccc2C)cc1OC,10,1,-6.0,1079,i,-2,0.58,1638,9,689,-0.2%,i,0.5,i,33,2.2,1.2,1.4
CCCCOc1ccc(C(C)NC(=O)CCS(=O)(=O)Cc2ccccc2Cl)cc1 (stereo not drawn),10,6,-0.4,1136,i,-11,0.22,1597,-4,653,-0.4%,i,0.8,i,48,2.4,2.6,6.3
O=C(CCS(=O)(=O)c1ccc(Br)s1)N1CCc2ccccc21,-6,-7,-0.9,1018,i,-2,-0.49,1446,.,.,?,i,4.1,i,48,2.5,2.4,12
O=C1Cc2cc(S(=O)(=O)N3CCN(c4ccccc4)CC3)ccc2N1,.,.,.,.,.,.,.,.,3,747,-0.3%,i,4.8,i,20,.,.,.

Laid out differently: entries from further up
Under each structure: WT yeast gro inh	WT yeast gro inh mutant strain	b-catenin transl	b-catenin transl cell count 5 µM	Autophagy HCS	Autophagy HCS cell loss 18 h	Ins promoter up	Ins promoter up cell count	Hep lipid drop	Hep lipid drop cells 6.5 µM	West Nile antiviral	Myeloid diff 2	Myeloid diff 2 GFP+ MAC1+ %	T cell HTS	T cell HTS vesicle-bound %	MT stabilizer	MT stabilizer Hoechst-high %	MT stabilizer cytotoxicity %
- COc1ccc(CCNC(=O)C(=O)NCc2ccccc2C)cc1OC
  10	1	-6.0	1079	i	-2	0.58	1638	9	689	-0.2%	i	0.5	i	33	2.2	1.2	1.4
- CCCCOc1ccc(C(C)NC(=O)CCS(=O)(=O)Cc2ccccc2Cl)cc1 (stereo not drawn)
  10	6	-0.4	1136	i	-11	0.22	1597	-4	653	-0.4%	i	0.8	i	48	2.4	2.6	6.3

Additional structures follow:
Molecule,WT yeast gro inh,WT yeast gro inh mutant strain,b-catenin transl,b-catenin transl cell count 5 µM,Autophagy HCS,Autophagy HCS cell loss 18 h,Ins promoter up,Ins promoter up cell count,Hep lipid drop,Hep lipid drop cells 6.5 µM,West Nile antiviral,Myeloid diff 2,Myeloid diff 2 GFP+ MAC1+ %,T cell HTS,T cell HTS vesicle-bound %,MT stabilizer,MT stabilizer Hoechst-high %,MT stabilizer cytotoxicity %
CC(=O)c1cnc2c(-c3cccc(Br)c3)cnn2c1C,-27,8,-3.7,551,i,2,-0.07,1375,18,648,-0.7%,i,0.7,i,34,3.2,1.8,5.0
CCC(=O)Nc1ccc(/C(C)=N/NC(=O)c2c(-c3ccccc3Cl)noc2C)cc1,1,-9,6.5,401,i,9,0.17,1186,10,715,0.8%,i,0.5,i,47,2.8,4.0,2.1
Brc1ccccc1-c1nnc(-c2cccnc2)o1,17,29,.,.,i,-5,.,.,14,729,0.0%,i,0.4,i,16,2.4,3.4,12
O=C(Oc1ccc(-c2cnc3ccccc3n2)cc1)c1cc([N+](=O)[O-])ccc1Cl,-10,14,-1.8,774,i,1,1.1,1213,.,.,0.4%,i,0.8,i,29,5.6,2.9,2.2
CCCCC(=O)NC(=S)NNS(=O)(=O)c1ccccc1,-20,-9,-2.6,1096,i,-7,-0.5,1423,0,597,-0.5%,i,0.3,i,44,2.9,1.5,0.7
CC(/C=C/c1ccco1)=N\NC(=O)c1cccnc1,-4,-13,.,.,i,13,0.08,845,-12,824,0.2%,i,6.7,i,27,1.4,1.4,8.8
CN(C1CCS(=O)(=O)C1)S(=O)(=O)c1ccc(C2CCCCC2)cc1 (stereo not drawn),13,18,1.6,1021,i,-2,-0.23,1351,22,726,-1.1%,i,3.0,i,36,2.6,1.3,3.3
O=C(O)/C=C/C(=O)N1Cc2cc3ccccc3nc2C1,.,.,-0.4,1133,.,.,-0.16,1435,-1,849,-0.1%,i,0.9,i,52,.,.,.
COc1ccccc1NC(=O)C1CCCN(S(=O)(=O)c2ccc(-n3cnnn3)cc2)C1 (stereo not drawn),.,.,.,.,.,.,.,.,0,899,0.1%,i,5.0,i,24,.,.,.
Cc1onc(-c2ccccc2Cl)c1C(=O)Nc1ccc2c(c1)OCO2,-6,-15,-1.3,1373,i,7,-0.99,1519,.,.,-0.3%,i,1.2,i,35,4.5,1.5,3.4
COc1ccc(NC(=O)CSc2nncn2C)cc1OC,-15,2,-2.7,579,i,-2,-0.22,1342,6,803,0.2%,i,1.2,i,25,2.5,2.1,3.7
COc1ccc(C)cc1Nc1n[n+](-c2ccccc2)c(-c2ccc(SC)cc2)s1,.,.,.,.,.,.,.,.,-2,818,-0.9%,i,1.1,i,4,.,.,.

Next section.
Molecule,WT yeast gro inh,WT yeast gro inh mutant strain,b-catenin transl,b-catenin transl cell count 5 µM,Autophagy HCS,Autophagy HCS cell loss 18 h,Ins promoter up,Ins promoter up cell count,Hep lipid drop,Hep lipid drop cells 6.5 µM,West Nile antiviral,Myeloid diff 2,Myeloid diff 2 GFP+ MAC1+ %,T cell HTS,T cell HTS vesicle-bound %,MT stabilizer,MT stabilizer Hoechst-high %,MT stabilizer cytotoxicity %
Nc1nonc1-c1nc2ccccc2n1Cc1ccccc1,2,15,.,.,+,32*,0.13,1257,-20,700,3.4%,i,5.7,i,34,3.2,1.8,2.2
Cc1nc(Nc2ccc3c(c2)OCCO3)c2nnn(Cc3ccccc3Cl)c2n1,26,-7,-2.4,951,i,4,.,.,.,.,0.6%,+,18*,i,58,14,36,30
O=C(CN(C(=O)Cn1nnc(-c2cccs2)n1)c1cnc2ccccc2c1)NCC1CCCO1 (stereo not drawn),-16,7,-3.5,713,i,13,-0.62,1306,.,.,-0.4%,i,0.8,i,19,2.1,1.8,11
NS(=O)(=O)c1ccc(CCNC(=O)c2cc(-c3ccccn3)nc3ccc(Br)cc23)cc1,11,-5,1.9,1177,i,-24,.,.,-11,679,0.0%,i,0.1,i,35,3.0,2.1,3.1
O=C(c1cc(S(=O)(=O)N2CCCCC2)c(Cl)cc1N1CCOCC1)N1CCOCC1,-6,20,1.0,1188,i,-5,-0.88,1034,.,.,-0.1%,i,0.5,i,36,4.7,2.4,9.8
COc1ccc(N2C(=O)[C@@H]3[C@H](C2=O)[C@H]2c4ccccc4C=CN2[C@@H]3C(=O)Nc2ccccc2)cc1,9,14,.,.,i,32,-0.52,894,23,820,-0.3%,i,0.4,i,58,2.6,1.2,5.7
COC(=O)CSc1nc(N)c2c3c(sc2n1)C(c1ccccc1)SC(c1ccccc1)C3 (stereo not drawn),67*,44*,-0.4,1001,i,4,0.18,910,9,657,?,.,.,i,43,4.5,4.6,9.2
COCCNS(=O)(=O)c1cc(C(=O)O)ccc1OC,-15,-6,-2.8,1109,i,2,0.38,1143,7,692,0.8%,i,0.1,i,33,2.1,1.6,0.9
COCCn1c(-c2ccco2)csc1=Nc1cccnc1,12,16,-1.5,1169,i,-2,-0.05,961,-7,733,0.3%,i,3.4,i,30,1.8,1.7,4.3
CCCCNC(=O)c1ccc2c(c1)C(=O)N(Cc1ccncc1)C2=O,.,.,.,.,.,.,.,.,1,696,-0.3%,i,0.6,i,2,.,.,.
